Compound activity (PubChem BioAssay)
GLA spleen mod – qHTS Assay for Inhibitors and Activators of Human alpha-Galactosidase From Spleen Homogenate; human spleen homogenate, 4MU-alpha-Gal fluorescence, 40 min; Potency, µM (highest dose often 80 µM), inactives show top-dose activity change, negative = inhibition, usual class: inhibitors; 240,000 tested, 0.008% active; AID 2107, 2009;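 note: 0% = enzyme with vehicle and -100% = no enzyme basal signal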
Target sequence (P06280 32-429 limits assumed): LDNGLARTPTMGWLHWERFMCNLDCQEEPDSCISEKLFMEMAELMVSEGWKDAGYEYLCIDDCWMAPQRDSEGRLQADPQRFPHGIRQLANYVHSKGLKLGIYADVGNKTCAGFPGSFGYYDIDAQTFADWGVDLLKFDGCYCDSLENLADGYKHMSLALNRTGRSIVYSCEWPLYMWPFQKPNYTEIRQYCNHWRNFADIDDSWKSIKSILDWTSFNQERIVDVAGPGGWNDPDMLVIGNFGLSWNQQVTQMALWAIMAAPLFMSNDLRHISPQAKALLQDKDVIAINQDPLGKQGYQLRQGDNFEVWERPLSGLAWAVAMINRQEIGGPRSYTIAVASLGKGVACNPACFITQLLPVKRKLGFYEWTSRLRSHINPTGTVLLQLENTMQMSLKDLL
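Human spleen homogenate (1 ug) as enzyme source, 4-methylumbelliferyl-alpha-D-galactopyranoside 1 mM final, citrate/phosphate pH 5.0 with 0.01% Tween-20. Compounds 40 min at 37C, NaOH/glycine stop; fluorescence Ex 365/Em 440, Hill-fit AC50.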
GAA glycogen mod – qHTS Assay for Inhibitors and Activators of Human alpha-Glucosidase Cleavage of Glycogen; Lysosomal alpha-glucosidase (Homo sapiens), P10253; recombinant GAA, glycogen substrate, Amplex Red glucose oxidase fluorescence; Potency, µM (highest dose often 76.4 µM), for inactives: at the highest dose activity change, negative = inhibition, most hits filed as inhibitors; 300,000 tested, 0.38% active;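 note: 0% = full enzyme reaction and -100% = no-enzyme basal signal; the screen sought inhibitors and activators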
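Recombinant enzyme (4 nM final) with compounds titrated up to 77 uM and bovine liver glycogen (30 ug) in citrate pH 5.0, 0.01% Tween-20, 37 C 40 min. Released glucose detected by Amplex Red/glucose oxidase (Ex 573/Em 610); AC50 from Hill fits.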
HTT cytoprotect – qHTS Multiplex Assay to Identify Dual Action Probes in a Cell Model of Huntington: Cytoprotection (ATP); PC12 HTT-Q103 induced, cytoprotection, ATP luminescence, 40 h; 230,000 tested, 0.14% active; Potency, µM (series often up to 56.4 µM), inactives show cytoprotection (ATP increase), hits mostly activators;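 note: % of control where 0% means no effect; nearly all actives have a fitted effect of over 45% in size; toxic huntingtin expression switched on by the ecdysone agonist tebufenozide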
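Readout: ATPlite luminescence (ATP level). Model: stable PC12, inducible Htt exon1 Q103-GFP. Inducer: tebufenozide, 100 nM final. Compounds: dose series. No G418 in medium.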
Tau fibril ThT – qHTS for Inhibitors of Tau Fibril Formation, Thioflavin T Binding; Microtubule-associated protein tau (Homo sapiens), P10636; recombinant tau K18 P301L, heparin-induced fibrillization, ThT fluorescence; Potency, µM (series often up to 57.4 µM), for the others: at the top dose activity, negative = inhibition, hits mostly inhibitors; 270,000 tested, 2.1% active; note: % is set by controls: 0 for no effect and ±100 for the full control effect; nearly all actives have a fitted effect of over 55% in size
Target sequence (P10636 561-689 P618L limits assumed): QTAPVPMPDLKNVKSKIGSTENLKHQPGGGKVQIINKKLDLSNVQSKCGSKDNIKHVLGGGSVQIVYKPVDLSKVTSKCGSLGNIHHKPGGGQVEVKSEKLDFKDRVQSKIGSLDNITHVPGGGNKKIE
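Heparin-induced (20 uM) aggregation of recombinant human K18 P301L tau, 15 uM unlabeled with 0.24 uM labeled, pH 7 acetate buffer, 6 hr at 37 C with compound. Fibrils quantified by 30 uM ThT fluorescence after 1 hr ambient incubation.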
Tau FP inhib – qHTS for Inhibitors of Tau Fibril Formation, Fluorescence Polarization. Microtubule-associated protein tau (Homo sapiens), P10636. 280,000 tested, 0.39% active. Potency, µM (titrated, usually from 57.7 µM), for inactives: at the highest dose activity, negative = inhibition, actives largely listed as inhibitors. K18 P301L tau heparin fibrillization, Alexa594 FP, 6 h; note: % is set by controls: 0 for no effect and ±100 for the full control effect; nearly all actives have a fitted effect of over 55% in size
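Compound effects on tau fibrillization are measured by Alexa 594 fluorescence polarization (ex 555, em 632 nm). K18 P301L tau is used at 15 uM with 0.24 uM labeled tracer, and 20 uM heparin induces aggregation over 6 hr at 37 C.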
GAA spleen mod – qHTS Assay for Inhibitors and Activators of Human alpha-Glucosidase From Spleen Homogenate | Lysosomal alpha-glucosidase (Homo sapiens), P10253 | human spleen homogenate, 4-MU-alpha-glucoside fluorescence | Potency, µM (titrated, usually from 79.9 µM), inactives show top-dose activity change, negative = inhibition, actives largely listed as inhibitors | 240,000 tested, 0.006% active;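 note: 0% = enzyme with vehicle and -100% = no enzyme basal signal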
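Human spleen homogenate (1 ug) incubated with compounds and 1 mM 4-methylumbelliferyl-alpha-D-glucopyranoside in pH 5.0 citrate/phosphate buffer, 37 C, 40 min. Stopped at pH 10; 4-MU fluorescence (Ex 365/Em 440 nm); AC50 by Hill fit.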
GAA inh – qHTS Assay for Inhibitors of Human alpha-Glucosidase as a Potential Chaperone Treatment of Pompe Disease; Potency, µM (highest dose often 76.9 µM), for the others: at the highest dose activity change, negative = inhibition, usual class: inhibitors; 200,000 tested, 0.005% active; purified human GAA, 4-MU-alpha-glucoside fluorescence;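 note: plate controls were uninhibited enzyme wells for no effect and no-enzyme background for full effect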
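AC50 values come from Hill fits of compound titrations (up to 77 uM) against 4 nM human enzyme. Substrate 4-methylumbelliferyl-alpha-D-pyranoside at 400 uM, pH 5.0 citrate buffer, 20 min room temperature; fluorescence Ex 365/Em 440 after alkaline stop.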
Tau fluor cs – Counterscreen qHTS for Inhibitors of Tau Fibril Formation, Fluorescence Polarization; tau K18 P301L (four-repeat tau fragment) Alexa594 fluorescence, heparin fibrillization; Potency, µM (series often up to 57.7 µM), inactives show top-dose activity change, negative = decrease; 280,000 tested, 0.93% active; AID 1463, 2008; note: % is set by controls: 0 for no effect and ±100 for the full control effect; nearly all actives have a fitted effect of over 55% in size
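Human K18 P301L tau (15 uM unlabeled plus 0.24 uM Alexa 594-labeled, final) in 100 mM sodium acetate pH 7 was mixed with compound and 20 uM heparin and incubated 6 hr at 37 C.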
Starred values were filed as active, the others as inactive; ? = inconclusive; / = not tested or not shown; & = joins results of further samples; [ ] = remark or other dose. Calls come from the whole dose curve; as a rule, active = well fitted curve in the direction sought with a large enough effect; inconclusive = small, poorly fitted or top-dose-only effect, or another doubt; inactive = no such curve, though single readings can be large; an effect the other way counts as inactive or inconclusive. Potency is the fitted concentration of half-maximal effect.

SMILES	GLA spleen mod	GAA glycogen mod	HTT cytoprotect	Tau fibril ThT	Tau FP inhib	GAA spleen mod	GAA inh	Tau fluor cs
Cc1ccc(-n2nc(CO)c(C(=O)NCCCc3ccccc3)n2)cc1C	/	12.1%[76.3 µM]	/	3.7%	-1.4%	/	/	-2.0%
CSc1nnc(Cn2c(=O)sc3ccccc32)n1-c1cccc(Cl)c1	-8.7%	-13.0%	-9.1%[0.074 µM]	-15.0%	6.9%	-8.4%	-6.4%	-19.1%
Cc1nc(COC(=O)c2c(C)nn(-c3ccccc3)c2C)cs1	7.6%	1.3%	-25.8%[10 µM]	-9.3%	1.1%	-12.2%	-3.3%	-1.4%
N#CCCN(C(=O)COc1ccc(F)cc1Br)c1ccccc1F	5.9%	-2.3%	-37.3%	-7.3%	-0.8%	/	-6.5%	-3.2%
O=C(CSc1nc2[nH]ncc2c(=O)[nH]1)c1ccc(Cl)cc1	-7.7%	19.0%	-20.7%	-5.9%	2.0%	-2.4%	-2.0%	-7.7%
Fc1ccc(-c2ccc(Nc3cccc(F)c3)nn2)cc1	-0.2%	3.0%	-0.5%[10 µM]	-2.7%	5.0%	4.5%	-2.5%	-6.0%
CO[C@H]1COC(=O)[C@H]2CCCN2C(=O)C/C=C\[C@@H](C)[C@H](OC)COC(=O)[C@@H](OCc2ccccc2)/C=C\[C@@H]1C	0.5%[17.5 µM]	/	8.3%[10 µM]	-9.0%[11.5 µM]	-3.1%[11.6 µM]	-0.3%[17.4 µM]	/	-4.8%[11.6 µM]
CCCn1cnc2cc(NC(=O)c3cccs3)ccc21	2.4%	0.9%	-123.3%[inhibitor]	-7.1%	9.9%	/	1.3%	-7.7%
Cc1c(-c2ccccc2)c(P(=O)(N2CCOCC2)N2CCOCC2)c2ccccn12	?	17.2%	0.1%	-5.6%	1.7%	15.4%	?	-1.3%
COc1ccc(C(=O)c2ccc(N(C)C)cc2)c(OC)c1	-4.5%	1.7%	-88.1%[inhibitor]	-6.9%	-3.7%	-2.2%	-6.8%	-6.7%
COc1ccc(-c2nc(-n3c(C)c(C(C)=O)c(C(C)=O)c3C)sc2C)cc1	2.6%	6.6%	-18.1%	?	0.1%	-7.7%	0.8%	-9.2%
Cc1cc(C)c(NC(=O)CSc2nncn3c2cc2oc(C)cc23)c(C)c1	/	3.3%[76.3 µM]	/	?	-5.9%	/	/	-5.5%
COC(=O)C1=C(C)N(CCc2cc(OC)c(OC)c(OC)c2)C(=O)N[C@H]1c1cccs1	-5.3%&-4.9%	-0.5%	-40.9%[inhibitor]	2.1%&-6.6%	-1.2%&2.6%	-4.9%&-1.7%	-6.6%[15.4 µM]	-1.8%&-12.0%
CCc1ccccc1NC(=O)c1ccc([N+](=O)[O-])s1	-0.4%	5.3%	-65.1%[inhibitor]	-10.7%	5.4%	/	0.2%	-9.9%
COc1ccc(Br)cc1S(=O)(=O)n1ccnc1C	-2.3%	-4.0%	-1.4%	9.9%	0.9%	-9.2%	-17.4%	4.4%

Profiles, quoted from the list.
CSc1nnc(Cn2c(=O)sc3ccccc32)n1-c1cccc(Cl)c1 across the screens: GLA spleen mod = -8.7%; GAA glycogen mod = -13.0%; HTT cytoprotect = -9.1%[0.074 µM]; Tau fibril ThT = -15.0%; Tau FP inhib = 6.9%; GAA spleen mod = -8.4%; GAA inh = -6.4%; Tau fluor cs = -19.1%
COc1ccc(-c2nc(-n3c(C)c(C(C)=O)c(C(C)=O)c3C)sc2C)cc1 across the screens: GLA spleen mod = 2.6%; GAA glycogen mod = 6.6%; HTT cytoprotect = -18.1%; Tau fibril ThT = ?; Tau FP inhib = 0.1%; GAA spleen mod = -7.7%; GAA inh = 0.8%; Tau fluor cs = -9.2%

More structures.
SMILES	GLA spleen mod	GAA glycogen mod	HTT cytoprotect	Tau fibril ThT	Tau FP inhib	GAA spleen mod	GAA inh	Tau fluor cs
Nc1c(C(=O)Nc2ccccc2Br)sc2nc(-c3cccs3)ccc12	/	-7.8%[76.3 µM]	/	?	?	/	/	3.16µM*[quencher]
N#Cc1ccc(CSc2nnc(-c3cccc(S(=O)(=O)N4CCCCC4)c3)o2)cc1	-0.1%	-4.1%	-10.2%[10 µM]	-6.4%	-12.5%	-0.5%	-3.7%	-28.2%
CC(O)[C@H]1CNC(=O)C(=O)N1CCc1cccc2ccccc12 (stereo partly specified)	-0.9%	-0.3%	5.3%[10 µM]	?	2.2%	10.0%	/	?
CN(C)c1ccc(CNC(=O)CN(C)S(=O)(=O)c2cccc3cccnc23)cc1	4.5%	20.7%	-19.9%	-2.3%	0.2%	1.6%	-5.4%	-4.8%
CCOc1ccc(N2C(=O)CC(NCC3CCCO3)C2=O)cc1 (stereo unspecified)	-1.1%	8.6%	40.6%[10 µM]	-1.3%	8.9%[2.34 µM]	-2.1%	?	-13.6%
COc1ccc(NC(=O)CSc2nccn2Cc2ccco2)cc1OC	/	-5.9%[76.3 µM]	/	-4.5%	-6.5%	/	/	-7.7%
COc1ccc(OC)c(-c2cc(C(=O)N3CCN(c4ncccn4)CC3)c3ccccc3n2)c1	2.1%	-6.8%	-18.2%	-16.5%	5.0%	-9.1%	0.0%	-10.9%
CC(C)Oc1ccc(CN=C(N)N=C(N)N)cc1Cl	-0.5%	-2.5%	13.5%[10 µM]	-3.4%	-0.2%	3.5%	-3.3%	-7.0%
CC(=O)Nc1cc(-c2nc3ccccc3s2)ccc1C	/	-5.1%[76.3 µM]	/	-13.5%	-11.3%	/	/	-11.5%
Cc1cccc(N2CCN(C(=O)c3ccc(Nc4nc5ccccc5n5nnnc45)cc3)CC2)c1C	/	12.1%[76.3 µM]	/	-10.2%	1.0%	/	/	-19.4%
COc1cccc(NC(=O)C(C)SCc2ccccc2)c1 (stereo unspecified)	-22.0%	8.8%	-25.6%	-0.7%	-3.9%	-13.0%	?	-10.9%
COc1ccc(CCNC(=O)C(=O)NCc2ccc(Cl)cc2)cc1OC	-8.6%	3.1%	-18.0%	6.4%	-3.5%	-5.6%	0.7%	-0.4%
CCc1nc2nc(C)c(NS(=O)(=O)c3ccc(F)c(C)c3)c(=O)n2[nH]1	/	-6.7%[76.3 µM]	/	-0.2%	1.4%	/	/	-0.5%
O=C(Nc1ccon1)c1ccccc1F	4.0%	5.4%	-3.2%	-4.9%	-0.1%	-3.1%	?	-8.9%
CCOC(=O)N1CCC(NC(=O)c2cnn3c(C(F)(F)F)cc(-c4cccc(OC)c4)nc23)CC1	6.1%	-4.6%	-17.1%	-0.9%	-5.3%	1.6%	5.1%	-2.2%
CCC(C)c1ccc2oc(-c3ccc(NC(=O)c4cc5ccccc5o4)cc3)nc2c1 (stereo unspecified)	/	13.1%[76.3 µM]	/	-2.7%	-3.2%	/	/	-14.5%
CCCNC(=O)OC[C@H]1O[C@H](CCO/N=C(\C)CCN2CCc3nc(-c4ccccc4)c(-c4ccccc4)cc3C2)C=C[C@@H]1Oc1ccc(OC)cc1	-7.5%	-23.9%	/	?	-3.2%	-7.8%	-4.5%[15.4 µM]	-10.8%
O=C1Nc2ccccc2/C1=N/c1sc2c(c1C(=O)NCCc1ccccc1)CCCC2	-9.1%	-9.1%	-13.0%	?	-9.2%	-2.3%	-7.5%	-26.0%
O=c1[nH]c2ccccc2c2oc(CCl)nc12	-10.1%	4.7%	3.4%[10 µM]	?	?	-3.5%	-11.0%[15.4 µM]	-14.5%
COc1cc(OC)c(NC(=O)c2ccco2)cc1Cl	4.7%	-5.1%	-9.7%	-4.8%	-3.1%	2.4%	-1.6%	-9.0%
CCCCN(CC)C(=O)CCNS(=O)(=O)c1ccc2c(c1)c(=O)n(C)c(=O)n2C	/	-2.7%[76.3 µM]	/	1.9%	-0.9%	/	/	-8.3%
O=C(O)CSc1nc(-c2ccccc2)nc2c1oc1ccccc12	7.0%	3.2%	-33.3%	-7.3%	-1.8%	3.5%	-9.9%	-15.8%
COc1cc(CNc2ncn[nH]2)ccc1OCc1ccccc1C	4.8%	-8.1%	16.6%[10 µM]	-3.9%	-9.9%	0.1%	8.2%	-10.6%
O=c1c2ccccc2c(-c2ccccc2)nn1-c1ccc(Cl)c(Cl)c1	2.0%	?	-22.4%	-8.7%	-9.7%	-7.4%	2.1%	-14.3%
COc1ccc(-c2nc3c(c(SCC(=O)N4CCCCC4)n2)Cc2c(CO)cnc(C)c2O3)cc1	/	-1.8%[76.3 µM]	/	?	-9.2%	/	/	6.8%
CCOC(=O)C1=C(C)C(c2ccccc2OC)NC(=O)N1 (stereo unspecified)	24.6%	-10.0%	-15.0%	-4.8%	-4.0%	-0.9%	-8.4%	-9.2%
C#CCOC(=O)C[N+](C)(C)C/C=C/c1ccccc1	-11.9%	-1.6%	5.4%[10 µM]	-3.8%	-3.7%	2.2%	-5.2%	-6.0%
Cc1[nH]c2ccccc2c1C(=O)CSc1nc2ccccc2c(=O)n1-c1ccccc1F	2.3%	-12.6%	-20.6%	6.8%	?	-1.4%	-5.0%	?
O=C(Cn1ncc2c3ccccc3n(Cc3ccc(F)cc3)c2c1=O)NC1CCCCCC1	/	15.6%[76.3 µM]	/	-3.0%	-5.1%	/	/	-9.4%
C=C(C)C(=O)Nc1cccc(C2=NOC3(C2)C[C@H](C(N)=O)N(C(=O)/C=C/C)C3)c1 (stereo partly specified)	6.6%	4.7%	2.3%[10 µM]	-8.4%	2.5%	-1.4%	/	0.7%
COc1ccccc1-c1ccnc2c(-c3ccc(Br)cc3)c(C)nn12	/	-4.4%[76.3 µM]	/	-6.9%	-12.5%	/	/	-11.4%
